# p-CIP stab down – lowers stability of the mouse p/CIP coactivator protein; Q05BA5; F442A p/CIP-EGFP cells, EGFP fluorescence, 16 h; decrease of EGFP signal, % at 10 µM; 0.01% of 290,000 active;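 active = EGFP signal decrease of at least 30% at 10 µM or well 3 SD below plate mean, unless failing retest; inactive = the rest, including hits failing retest or dose response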; also: some compounds called inactive have numbers as strong as hits; many of its hits are not listed in these tables
# Target sequence (Q05BA5 1-1403): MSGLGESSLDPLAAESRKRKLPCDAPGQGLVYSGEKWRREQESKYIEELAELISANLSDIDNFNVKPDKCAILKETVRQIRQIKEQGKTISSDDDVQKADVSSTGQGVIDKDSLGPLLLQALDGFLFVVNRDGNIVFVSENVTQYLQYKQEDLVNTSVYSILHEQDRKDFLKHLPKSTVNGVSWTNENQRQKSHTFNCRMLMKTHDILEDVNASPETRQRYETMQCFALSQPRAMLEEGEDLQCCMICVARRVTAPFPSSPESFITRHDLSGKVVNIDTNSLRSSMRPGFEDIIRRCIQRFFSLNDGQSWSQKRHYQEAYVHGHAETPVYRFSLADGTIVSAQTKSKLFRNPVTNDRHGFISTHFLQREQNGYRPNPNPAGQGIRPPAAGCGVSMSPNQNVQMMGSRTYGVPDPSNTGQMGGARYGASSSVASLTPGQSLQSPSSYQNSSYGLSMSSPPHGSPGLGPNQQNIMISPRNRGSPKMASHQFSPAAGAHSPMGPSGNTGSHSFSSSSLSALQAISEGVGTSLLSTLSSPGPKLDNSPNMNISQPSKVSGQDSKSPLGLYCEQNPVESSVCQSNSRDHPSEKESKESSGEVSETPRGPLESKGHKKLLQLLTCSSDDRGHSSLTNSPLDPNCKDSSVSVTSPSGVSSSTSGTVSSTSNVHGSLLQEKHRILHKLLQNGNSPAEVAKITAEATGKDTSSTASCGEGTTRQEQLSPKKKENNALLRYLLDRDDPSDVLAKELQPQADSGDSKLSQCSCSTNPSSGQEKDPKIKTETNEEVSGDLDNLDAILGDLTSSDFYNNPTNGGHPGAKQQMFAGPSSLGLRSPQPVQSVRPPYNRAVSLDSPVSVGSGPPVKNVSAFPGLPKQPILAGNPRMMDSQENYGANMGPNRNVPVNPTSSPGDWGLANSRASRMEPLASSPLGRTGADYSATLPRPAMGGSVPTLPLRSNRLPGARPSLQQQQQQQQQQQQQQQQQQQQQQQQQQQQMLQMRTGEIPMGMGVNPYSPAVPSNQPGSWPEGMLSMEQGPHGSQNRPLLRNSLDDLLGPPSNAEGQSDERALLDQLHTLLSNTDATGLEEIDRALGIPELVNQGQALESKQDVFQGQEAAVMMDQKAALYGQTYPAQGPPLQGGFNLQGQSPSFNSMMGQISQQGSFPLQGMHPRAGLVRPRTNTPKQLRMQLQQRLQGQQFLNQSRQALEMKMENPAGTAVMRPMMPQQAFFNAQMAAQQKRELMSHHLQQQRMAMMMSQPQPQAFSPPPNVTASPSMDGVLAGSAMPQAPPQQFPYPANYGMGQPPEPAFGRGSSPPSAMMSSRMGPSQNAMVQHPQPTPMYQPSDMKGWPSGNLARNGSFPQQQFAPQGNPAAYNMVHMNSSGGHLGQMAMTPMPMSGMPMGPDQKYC
# HCV NS3 hel inh – blocks Hepatitis C virus NS3 helicase unwinding. inhibition, % at 10.9 µM. 0.56% of 290,000 active. NS3 helicase DNA unwinding, Cy5 molecular beacon fluorescence;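 active = inhibition above the mean of all tested compounds plus 3 SD, set per campaign, cut at about 35% in these data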;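 also: 0% = DMSO wells and 100% = thioflavine S control wells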
#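 System: NS3 helicase fragment of HCV / Schedule: 1 h at 25 °C / Control set: DMSO alone as 0% and 110 µM thioflavine S as 100% / Reagent: Cy5/quencher beacon DNA duplex and ATP to start / Technique: Cy5 fluorescence / Replication: singlicate / Evaluation: % inhibition of end-to-start signal ratio versus controls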
# VIM-2 inhibitor – blocks Pseudomonas aeruginosa VIM-2 metallo-beta-lactamase; purified VIM-2, nitrocefin hydrolysis, epi-absorbance fluorescence; inhibition, % at 5.6 µM; 0.89% of 290,000 active; AID 1527;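 active = inhibition above the mean of all tested compounds plus 3 SD, cutoff set per screening run, cut at about 7.5% in these data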;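 also: red hydrolysis product quenches plate fluorescence so inhibitors raise well fluorescence; 0% = enzyme with DMSO and 100% = DMSO without enzyme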
# IMP-1 inh – inhibitors of Pseudomonas aeruginosa IMP-1 metallo-beta-lactamase; AID 1556; 0.45% of 290,000 active; purified IMP-1, nitrocefin hydrolysis, epi-absorbance fluorescence; inhibition, % at 5.6 µM;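 active = inhibition above the mean plus 3 SD of all compounds in the same screening run, cut at about 4.5% in these data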;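 also: 0% = IMP-1 with DMSO and 100% = DMSO wells lacking enzyme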
#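 System: purified recombinant IMP-1 beta-lactamase. Medium: Zinc- and detergent-supplemented HEPES buffer, pH 7.1. Compound: one 5.6 µM dose […]. Schedule: 15 min preincubation plus 25 min reaction at 25 °C. Technique: Epi-absorbance fluorescence, 480 nm excitation, 530 nm emission.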
# DNA FID counter – fluorescent intercalator displacement, NS3 helicase counter-screen; DNA fluorescent intercalator displacement, fluorescence; inhibition, % at 7.9 µM; 0.17% of 290,000 active; AID 1845; in the data active = inhibition above about 37%;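 also: 0% = vehicle and 100% = reference compound; higher means more ethidium bromide displaced from hairpin DNA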
# UBC9 SUMO inh – blocks human SUMOylation mediated by UBC9; P63279; HTRF SUMOylation assay, SAE1/SAE2 + UBC9, in vitro; 0.36% of 290,000 active; AID 2006; inhibition, % at 35 µM; in the data active = inhibition above about 50%, passing the limit was not always enough; also: strong numbers were not always called active
# IDE cell inh – cellular human IDE inhibition. 0.41% of 320,000 active. inhibition, % at 5.59 µM. P14735. HEK cells, FAbetaB cleavage, fluorescence polarization;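 active = percent inhibition above the average of all tested compounds plus 3 SD, set per screening campaign, cut at about 16% in these data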;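 also: IDE supplied by intact live HEK cells; FP after avidin binding of uncleaved biotin substrate so inhibition keeps polarization high; 0% = DMSO wells and 100% = 60 µM reference IDE inhibitor Ii1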
# PfM18AAP inh – blocks P. falciparum M18 aspartyl aminopeptidase; recombinant PfM18AAP, H-Glu-NHMec fluorogenic cleavage; inhibition, % at 7.35 µM; 1.2% of 290,000 active; AID 1822;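 active = inhibition above the campaign mean inhibition over all tested compounds plus 3 SD, cut at about 28% in these data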;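 also: 0% = plate median of test compound wells and 100% = 2 mM ZnCl2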
# IDE cell activ – boosts human insulin-degrading enzyme activity in HEK cells; AID 493087; P14735; activation, % at 5.96 µM; 0.073% of 340,000 active; FAbeta-B cleavage, fluorescence polarization; 0% vehicle, 100% cell-free pure enzyme wells;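 active = activation above the mean of all tested compounds plus 3 SD, set per screening campaign, cut at about 17% in these data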
# Numbers without * were called inactive; x = not tested or not shown.
SMILES,p-CIP stab down,HCV NS3 hel inh,VIM-2 inhibitor,IMP-1 inh,DNA FID counter,UBC9 SUMO inh,IDE cell inh,PfM18AAP inh,IDE cell activ
COc1ccc2c(c1)C(=O)N(c1ccccc1OC)C(=O)C2(C)C,4,-4,-1.2,-2.0,-10,19,3,0,2
O=C(CCc1nc2cccnc2n1Cc1ccccc1)N1CCOCC1,13,4,-1.5,-3.0,-10,-11,6,-9,1
O=C(COc1ccccc1Cl)Nc1ccc2c(c1)OCO2,-10,-1,-2.4,-3.0,-20,2,-1,4,2
N/C(=N\OC(=O)CCCOc1ccccc1)c1ccccn1,11,-25,-1.1,-3.9,-3,4,-2,-1,3
CCN(CC)CCCNc1nc(N)c([N+](=O)[O-])c(NCCO)n1,1,-11,-2.7,-2.4,-1,3,2,3,1
O=C(O)C1C2C=CC(C2)C1C(=O)OCc1ccccc1 (stereo unspecified),-6,2,-2.8,-4.7,-1,15,-1,4,3
COc1cccc(-n2c(-c3ccc4[nH]c(C)c(C)c4c3)n[nH]c2=S)c1,-1,4,-1.9,-3.5,-16,-7,4,14,3
CCc1ccccc1NC(=O)CCN1C(=O)c2ccccc2C1=O,-7,8,1.2,-0.9,-4,4,-2,-16,9
CCCN(CCC)c1nc2ccccc2nc1C(C#N)C(=O)OC(C)COC (stereo unspecified),x,34,1.4,0.9,-6,x,-3,15,x
Oc1ccccc1/C=N/Nc1nc2ccccc2o1,0,-8,-5.2,-1.1,-2,20,-3,19,8
Cc1ccc(CNC(=O)CCc2c(C)nc3c(c(C)nn3-c3ccc(C)cc3)c2C)cc1,9,-14,-2.8,-1.9,-5,-6,0,4,-2
Cc1ccc(Cl)cc1N1CCN(C(CC(C)C)c2nnnn2CC2CCCO2)CC1 (stereo unspecified),-5,-1,-0.9,-1.2,-2,-36,0,-3,-4

# Among those listed so far, 2 have a Cl atom.
SMILES,p-CIP stab down,HCV NS3 hel inh,VIM-2 inhibitor,IMP-1 inh,DNA FID counter,UBC9 SUMO inh,IDE cell inh,PfM18AAP inh,IDE cell activ
O=C(COc1ccccc1Cl)Nc1ccc2c(c1)OCO2,-10,-1,-2.4,-3.0,-20,2,-1,4,2
Cc1ccc(Cl)cc1N1CCN(C(CC(C)C)c2nnnn2CC2CCCO2)CC1 (stereo unspecified),-5,-1,-0.9,-1.2,-2,-36,0,-3,-4

# Next entries:
SMILES,p-CIP stab down,HCV NS3 hel inh,VIM-2 inhibitor,IMP-1 inh,DNA FID counter,UBC9 SUMO inh,IDE cell inh,PfM18AAP inh,IDE cell activ
Cn1cc([N+](=O)[O-])c(C(=O)Nc2ccc(-c3nc4ccccc4[nH]3)cc2)n1,-1,-14,-2.6,-3.7,9,21,11,-3,-3
CCCCNC(=O)CCn1ccc2cc(S(=O)(=O)N3CCCC3)ccc21,-10,-2,-2.1,-2.6,-20,5,-5,-3,-3
CCN(C(=O)COC(=O)c1nn(-c2ccccc2)c(=O)c2ccccc12)C1CCS(=O)(=O)C1 (stereo unspecified),1,5,-0.6,-1.4,-19,12,-1,-10,6
CC1(C)CC2CC(C)(CN2C(=O)c2ccc([N+](=O)[O-])cc2)C1 (stereo unspecified),-12,10,-1.4,-3.8,-17,7,-2,5,-1
Cc1cc(C(=O)Nc2ccc(N3CCOCC3)c(Cl)c2)c(C)o1,-10,4,-2.2,-2.0,-19,0,-1,1,1
CC(NC(=O)CN(C)S(=O)(=O)c1ccc2c(c1)c(=O)n(C)c(=O)n2C)c1ccccc1 (stereo unspecified),1,4,-2.0,-1.8,-23,-1,3,-3,8
Cc1cc(NC(=O)C(C)C)ncc1NC(=O)c1ccco1,7,12,2.4,-0.8,-3,5,6,1,2
CSc1nsc(SCC(=O)Nc2ccccc2)n1,-22,-1,-0.2,-0.5,-2,10,1,1,1
CNC(=O)CS(=O)CC(=O)Nc1cc(OC(C)C)c(Cl)cc1Cl (stereo unspecified),-4,9,-1.2,-3.3,-2,4,1,0,-1
Cc1cccc(C)c1OCC(=O)Nc1cccc(NC(=O)c2ccco2)c1,-9,-9,-2.0,-1.9,-25,-12,0,-2,0
Cc1ccc(S(=O)(=O)Cn2nnnc2CN(Cc2ccco2)Cc2cccs2)cc1,-2,14,0.0,-1.4,-21,7,-1,17,1
O=C(COC(=O)CCN1C(=O)/C(=C\C=C\c2ccccc2)SC1=S)Nc1cc(F)ccc1F,3,21,-2.2,7.9*,-12,48,9,12,0
Cc1ccc(S(=O)(=O)N2CCN(C(=O)COc3ccc(C)nc3[N+](=O)[O-])CC2)c(C)c1,-1,11,-1.7,-1.0,-21,8,-1,-5,4
CC1(C)CC(=O)c2cc(OCC(=O)N3CCOCC3)ccc2O1,7,-5,-1.4,-3.0,2,20,-4,7,6
Cc1cccc(-n2c3nc(=O)[nH]c(=O)c-3cc3cc([N+](=O)[O-])ccc32)c1,3,17,-3.3,-0.8,-2,4,7,26,-1
O=C1CCC(C(=O)OCC(=O)c2c[nH]c3ccccc23)=NN1,1,-4,-5.3,-2.2,3,-6,8,1,-3
CN(C)S(=O)(=O)c1ccc(S(=O)(=O)NCc2ccc3c(c2)OCO3)cc1,-9,-2,-1.6,-1.5,-6,6,-4,-2,0
Cc1ccc(-c2nc(NCc3ccc(F)cc3)n(S(C)(=O)=O)n2)cc1,-9,-9,0.8,-0.1,-10,1,-1,-2,2
COc1ccc(NC(=O)CN2CCN(C3c4ccccc4-c4ccccc43)CC2)c(OC)c1,10,-1,-3.5,-3.1,-5,-19,6,6,-4
COc1ccc(-n2c(SCC(N)=O)nc3nc4c(cc3c2=O)COC(C)(C)C4)cc1,-12,6,-0.4,-2.1,-15,34,5,-14,5
COc1ccc(C(=O)Nc2nnc(S(=O)(=O)N(C)Cc3ccc(F)cc3)s2)cc1OC,-6,-23,-0.8,-0.8,-16,-6,-1,-4,5
COc1ccc(Nc2nc(-c3cccnc3)cs2)c(OC)c1,5,-14,3.7,-3.2,-18,-17,x,-9,-4
O=C(N/N=C/c1cc([N+](=O)[O-])cc(Br)c1O)C12CC3CCC(CC(C3)C1)C2,-14,2,-4.1,-2.1,-10,-20,-8,-5,2
CN(C)C(=O)CSc1nnc(C23CC4CC(CC(C4)C2)C3)o1,-6,8,-2.5,-4.7,-5,9,5,1,4
Cc1cc(NC(=O)CSc2cn(CCNC(=O)c3ccccc3)c3ccccc23)no1,5,-4,-2.4,-3.4,-18,-4,0,6,0
COc1ccc(Br)cc1-c1nc2c(c(=O)[nH]c(=O)n2Cc2ccccc2)n1C,-2,-10,-2.9,-3.1,-12,2,1,-3,2
O=c1[nH]cnc(O)c1N=Nc1ccccc1,-6,-9,-2.1,-0.3,1,10,-4,-11,4
O=C(N1CCOCC1)C12CC3CC(C1)CC(n1cnc(Cl)n1)(C3)C2,-1,0,-3.2,-1.6,-7,-5,7,-5,8
COc1ccccc1CNC(c1ccccc1)c1ccccc1,-12,-3,-1.1,-3.1,4,-2,2,0,2
CN(Cc1ccc2c(c1)OCCO2)C(=O)CN1C(=O)NC2(CCCCC2)C1=O,3,8,0.1,1.3,-29,-18,0,6,4
Cc1nn(-c2ccccc2)c(Cl)c1/C=N/NC(=O)C1COc2ccccc2O1 (stereo unspecified),4,1,-2.1,-3.1,-2,-4,x,0,x
CCN1C(=O)c2ccccc2S(=O)(=O)c2ccc(C(=O)NCCCN(CC(C)C)CC(C)C)cc21,-5,-37,-3.1,-3.3,22,-13,4,-2,3
COc1ccc(C(C)=O)cc1CSCc1cc(C(C)=O)ccc1OC,2,-10,-3.6,-4.8,-37,-12,8,2,2
O=C(CCl)Nc1c[nH]c(=O)[nH]c1=O,-1,3,-3.5,-2.7,-3,7,x,6,4
CCN(CCn1cccn1)C(=O)CC1C(=O)NCCN1CC1CCCCC1 (stereo unspecified),4,-10,-1.1,-2.3,-16,-17,2,0,4
C=CCC1=C/C(=C\c2c(N)n3nc(CC(=O)N4CCCC4)sc3nc2=O)C=C(OC)C1=O,-172,25,2.4,1.6,-36,-7,26*,13,-116
Cc1cnc(NC(=O)c2ccco2)s1,-5,10,-0.5,0.8,-2,7,1,8,6
CN(C)S(=O)(=O)N1CCN(C(=O)c2ccc3c(c2)OCO3)CC1,-10,3,-2.1,-1.2,-2,-6,-6,-7,5
Cc1ccc(OCC(=O)N2CCC(N3CCCCCC3)CC2)cc1,-3,-9,-2.2,-2.3,4,17,0,-1,6
CC(C)c1ccc(-c2nc(N3CCCCC3)[nH]c(=O)c2C#N)cc1,8,2,-2.0,-1.6,-4,-30,-2,-2,5
CC(=O)c1ccc(S(=O)(=O)N2Cc3ccccc3CC2C(=O)O)cc1 (stereo unspecified),-15,14,-2.7,-1.5,-16,19,6,-13,3
O=C(NCc1ccco1)c1ccccc1-c1ccccc1,6,-5,-2.1,-2.9,-1,1,1,-6,-4
COc1cc(C(=O)OCc2cc(=O)c(O)co2)ccc1OC(F)F,-1,17,1.0,-2.7,-12,6,3,1,1
Cc1ccc(S(=O)(=O)N2CCCC(C(=O)NCc3ccc4c(c3)OCO4)C2)cc1 (stereo unspecified),-19,-6,-2.6,-1.7,-26,14,-1,-10,5
CCOC(=O)Nc1oc2ccccc2c(=O)c1C,-3,-2,-0.1,-2.3,1,7,6,0,-5
COc1cc(/C=N/n2cnnc2)ccc1OC(=O)c1ccncc1,-4,1,0.7,-3.2,-3,-4,-1,6,7
CC1CCN(c2nc3ccccc3nc2N2CCC(C)CC2)CC1,-23,-1,-1.2,-3.2,-2,4,2,-1,x
COc1cc(C2Sc3ccccc3NC3=C2C(=O)OC3)cc(OC)c1OC (stereo unspecified),1,1,-7.0,-3.4,-23,11,0,4,4
CCOc1ccc(S(=O)(=O)n2nnc3ccccc32)cc1C(C)C,-6,8,-0.9,-0.4,1,0,2,4,x
CC(=O)Nc1cccc(NC(=O)CSc2ncc(-c3ccccc3)[nH]2)c1,-26,-7,-1.7,-3.0,-2,3,3,1,2
CCOC(=O)C1=C(COc2ccccc2)NC(=O)NC1c1ccc(Br)cc1 (stereo unspecified),-8,0,-2.0,-1.5,-28,-6,2,12,2
COc1cccc(C(=O)C2CN(c3ccccc3)CC2c2ccc(Cl)cc2)c1 (stereo unspecified),12,3,-0.3,3.0,-1,-32,0,5,-8
CN(C)Cc1ccccc1Sc1ccc(Br)cc1,-1,2,-1.3,-3.4,4,4,1,2,8
N#C/C(=C1\CCCN1)c1ccc2ccccc2n1,-4,5,-2.2,-2.3,-1,0,5,-2,-6
Cc1cc(=O)oc(C)c1C(=O)Nc1cccnc1Cl,9,5,0.3,-0.5,-3,0,4,-3,6
Cc1ccccc1NC(=O)CSc1nnc(-c2ccccc2)n1-c1ccccc1,-16,-2,-1.5,0.1,-6,-32,7,-8,-4
CCc1ccc(-c2cc(C)no2)cc1S(=O)(=O)N1CCN(c2ccc(F)cc2)CC1,10,-12,1.3,-2.9,-4,-11,0,3,8

# Assay outcomes: PubChem BioAssay, several laboratories
